Bioassay records (PubChem BioAssay)
NCF1 inh – blocks human p47phox regulatory protein of NADPH oxidases | P14598 | p47phox/p22phox peptide binding, fluorescence polarization, 2 h | inhibition, % at 24.7 µM | 0.53% of 220,000 active | AID 1274;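 also: 0% = p47phox with labelled peptide and 100% = labelled peptide alone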
hK5 inh – blocks human kallikrein 5 protease activity; 0.59% of 210,000 active; recombinant hK5, fluorogenic AMC substrate cleavage; Q9Y337; inhibition, % at 5 µM;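 active = inhibition of 40% or more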;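 also: 0% = enzyme controls without compound and 100% = no-enzyme blanks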
thrombin 1536 – thrombin (human) inhibition; P00734; alpha-thrombin, Boc-VPR-AMC fluorogenic substrate cleavage; inhibition, % at 5 µM; 0.26% of 220,000 active;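 active = inhibition at or above 40%; inactive = inhibition below 40%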;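 also: 0% = enzyme with no compound and 100% = wells without enzyme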
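signal = AMC fluorescence, 355/460 nm | material = human alpha-thrombin enzyme | control set = enzyme without compound as high, wells lacking enzyme as low | times = reaction at room temperature | read-out basis = percent inhibition scaled between no-compound controls and no-enzyme blanks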
EBV gp42 inh – inhibitors of Epstein-Barr virus glycoprotein 42; inhibition, % (tested at 21.74 µM); Fluorescence polarization binding assay, mP read-out; 0.42% of 220,000 active; Q1HVG2; AID 1085; in the data active = inhibition above about 50%
Cl transport mod – modulators of human KCC2 chloride dependent transport. Q9H2X9. KCC2 cells, thallium flux FluoZin-2 fluorescence. B-score of Tl+ flux slope (higher = more flux/activation; lower = inhibition) at 10 µM. 2.2% of 190,000 active;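 active = thallium flux slope and its plate-corrected score both differing from the plate sample mean at a set confidence after two filtering rounds, in either direction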;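 also: slope of fluorescence scaled to starting intensity during 10 to 20 s after thallium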
14-3-3 Bad PPI – disrupts binding of bovine 14-3-3 zeta to phospho-Bad peptide; inhibition, % at 21.7 µM; P63103; TR-FRET 14-3-3zeta/Dy647-pBad peptide displacement, 1 h; 0.71% of 220,000 active;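 active = inhibition above about 70%, limit read from the data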;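 also: 0% = full 14-3-3 plus peptide FRET controls and 100% = background without 14-3-3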
eIF4E 4G PPI – eIF4E/eIF4G interaction inhibition in translation initiation; AID 782; P63073+Q04637; 0.37% of 220,000 active; inhibition, % at 21.7 µM; TR-FRET eIF4E-eIF4GI(517-606) binding, 2 h;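 also: 0% = full FRET control wells and 100% = background wells lacking eIF4GI fragment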
Target sequence (P63073 whole entry, looked up, the tested form may be a part): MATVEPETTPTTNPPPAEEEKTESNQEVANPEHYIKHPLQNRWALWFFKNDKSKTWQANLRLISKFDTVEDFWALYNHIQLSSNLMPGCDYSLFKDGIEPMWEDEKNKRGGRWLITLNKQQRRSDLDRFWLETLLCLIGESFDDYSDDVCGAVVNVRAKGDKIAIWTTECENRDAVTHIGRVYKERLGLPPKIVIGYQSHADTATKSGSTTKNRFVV
Target sequence (Q04637 whole entry, looked up, the tested form may be a part): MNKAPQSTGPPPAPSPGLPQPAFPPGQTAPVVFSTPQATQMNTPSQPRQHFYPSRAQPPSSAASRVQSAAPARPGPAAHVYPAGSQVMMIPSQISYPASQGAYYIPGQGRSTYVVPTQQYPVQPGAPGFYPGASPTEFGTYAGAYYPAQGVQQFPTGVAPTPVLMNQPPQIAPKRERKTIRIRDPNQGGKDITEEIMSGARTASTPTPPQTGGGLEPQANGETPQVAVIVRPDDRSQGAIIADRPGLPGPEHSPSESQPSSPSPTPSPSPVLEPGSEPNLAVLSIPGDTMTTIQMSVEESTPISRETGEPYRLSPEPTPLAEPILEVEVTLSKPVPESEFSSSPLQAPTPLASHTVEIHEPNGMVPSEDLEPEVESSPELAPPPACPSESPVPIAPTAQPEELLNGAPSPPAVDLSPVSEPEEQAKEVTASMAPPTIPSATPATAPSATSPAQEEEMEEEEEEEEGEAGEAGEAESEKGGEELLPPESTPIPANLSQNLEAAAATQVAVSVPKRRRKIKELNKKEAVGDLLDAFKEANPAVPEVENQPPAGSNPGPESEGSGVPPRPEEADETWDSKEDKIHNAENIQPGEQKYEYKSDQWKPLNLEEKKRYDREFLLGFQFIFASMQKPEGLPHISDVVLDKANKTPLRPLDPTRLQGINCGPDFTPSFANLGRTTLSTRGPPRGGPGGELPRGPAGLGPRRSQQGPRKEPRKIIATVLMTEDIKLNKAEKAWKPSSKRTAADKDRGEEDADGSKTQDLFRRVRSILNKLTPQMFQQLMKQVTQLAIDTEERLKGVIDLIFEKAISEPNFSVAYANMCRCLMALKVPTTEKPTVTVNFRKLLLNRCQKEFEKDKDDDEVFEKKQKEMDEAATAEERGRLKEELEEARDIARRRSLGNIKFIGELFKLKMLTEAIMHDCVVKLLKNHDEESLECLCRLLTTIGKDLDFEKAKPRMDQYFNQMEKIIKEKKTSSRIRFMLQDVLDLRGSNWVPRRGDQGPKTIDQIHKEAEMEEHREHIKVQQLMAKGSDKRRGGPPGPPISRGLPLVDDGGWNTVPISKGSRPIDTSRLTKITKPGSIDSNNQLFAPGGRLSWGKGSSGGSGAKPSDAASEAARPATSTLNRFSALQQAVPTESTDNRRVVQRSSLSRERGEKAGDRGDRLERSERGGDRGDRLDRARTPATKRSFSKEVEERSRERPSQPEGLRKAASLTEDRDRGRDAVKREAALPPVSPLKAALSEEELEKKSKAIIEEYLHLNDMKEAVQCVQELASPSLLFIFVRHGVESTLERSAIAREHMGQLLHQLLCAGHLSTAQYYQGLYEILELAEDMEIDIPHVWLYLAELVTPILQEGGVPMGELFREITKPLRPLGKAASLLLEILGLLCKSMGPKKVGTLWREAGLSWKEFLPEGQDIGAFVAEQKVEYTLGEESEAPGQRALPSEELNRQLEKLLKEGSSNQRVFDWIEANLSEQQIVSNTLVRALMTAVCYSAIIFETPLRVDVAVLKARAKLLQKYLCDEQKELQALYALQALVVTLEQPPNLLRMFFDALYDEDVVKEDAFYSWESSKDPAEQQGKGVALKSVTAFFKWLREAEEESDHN
Furin inh – inhibitors of human furin | purified furin, fluorogenic substrate cleavage | inhibition, % at 30 µM | 0.061% of 220,000 active | AID 463115; in the data active = inhibition above about 25%; also: inactives centre near -15
Rad51 HR inh – Rad51 (human) homologous recombination inhibition | Q06609 | hRad51 DNA strand exchange, fluorescence dequenching | inhibition, % at 10 µM | 0.085% of 200,000 active;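 active = inhibition above 40% at the single screening dose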;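 also: 0% = DMSO control wells and 100% = blanks with heterologous ssDNA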
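System: hRad51 filaments on single-stranded DNA; reagent: Fluorescein- and BHQ1-tagged 47-mer duplex; compound dosing: one concentration, 10 µM final; timing: filaments 15 min 37 °C, then compound 30 min; measured by: fluorescein emission 520 nm, excitation 485 nm; benchmarks: per-plate controls and blanks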
Active calls of the source: *; x = not tested or not shown; [ ] = another dose, or the depositor's remark.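 The calls were made as follows, unless noted: active = inhibition above about 30% (limit read from the data); inactive = the rest.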

SMILES	NCF1 inh	hK5 inh	thrombin 1536	EBV gp42 inh	Cl transport mod	14-3-3 Bad PPI	eIF4E 4G PPI	Furin inh	Rad51 HR inh
Cc1nn(-c2ccccc2)c(Cl)c1/C=N/NS(=O)(=O)c1ccc(Br)cc1	-8	-5	0	5	-1.7	1	1	-21	x
CCC(c1nnnn1C(C)(C)CC)N(CCN1CCOCC1)Cc1cc2cc(C)ccc2[nH]c1=O (stereo unspecified)	-17	-10	6	-22	0.27	-2	2	8[20 µM]	x
NS(=O)(=O)c1cc(C(=O)OCC(=O)Nc2ccccc2[N+](=O)[O-])ccc1Cl	5	17	29	-27	-0.041	8	0	-7	-11
Cc1ccc(C(=O)O)cc1-n1c(C)cc(C=O)c1C	-3	5	-8	-12	-0.78	-8	1	-24	-5
Cc1ccc(-n2c(C)cc(C(=O)CSc3nnnn3C)c2C)cc1	-16	-11	0	-11	-1.9	-4	-4	-20	-2
O=S(=O)(c1cccs1)N1CCN(c2ncccn2)CC1	-10	-4	-8	-14	0.0026	3	1	-19[20 µM]	-30
CC(NC(=O)CSc1nnc(-c2cccc(S(=O)(=O)N3CCCCC3)c2)o1)C12CC3CC(CC(C3)C1)C2 (stereo unspecified)	-7	-3	5	4	-0.4	-2	1	-17[20 µM]	4
CCCCC(=O)c1c(O)c2ccccc2oc1=O	-1	-1	-12	-13	-0.13	7	4	-26	-5
COc1ccc(/C=C/C(=O)c2ccccn2)cc1	-16	-3	-12	-10	0.14	-12	5	-12	2
O=c1c(-c2ccc3c(c2)OCCO3)coc2c(CN3CCOCC3)c(O)ccc12	-6	-10	-4	-17	-0.44	-2	-10	-14	-6
CN(C)CCCNS(=O)(=O)c1ccc(Cl)s1	7	-6	-4	7	-0.19	5	3	-16	9
Cc1ccccc1OCC(=O)NC(=S)Nc1ccc2c3c(cccc13)CC2	-2	-5	1	-2	-0.47	8	1	-6[20 µM]	9
Cc1ccc(S(=O)(=O)N2CCN(C(C(=O)Nc3ccc(F)cc3)c3ccccc3)CC2)cc1 (stereo unspecified)	9	46*	33	-6	-1	1	6	-8	-18
Nc1ccc2[nH]ncc2c1	8	-10	x	-6	-0.097	2	4	-17	0
CCCSc1nnc(N2C(=O)CC(c3ccsc3)C3=C2CCCC3=O)s1 (stereo unspecified)	-11	-9	0	-19	0.15	2[fluorescence artefact?]	-4	-17	4
O=C(O)c1ccc(NCc2ccc3c(c2)OCO3)cc1	-1	0	-1	-10	-0.24	4	2	-25	10
O=C(CCSc1nnc(-c2ccco2)o1)Nc1ccc(F)cc1	-7	-4	-17	-15	-0.6	-1	0	-24	-2
COc1ccc(OC)c(C2C(C#N)=C(N)Oc3c2c(C)nn3-c2ccc(C)cc2)c1 (stereo unspecified)	-15	-9	4	-4	x	35	5	-17	-1
C=CCSc1cc(C)nc2c(-c3ccccc3)cnn12	1	-2	-3	-6	-0.74	-8	-1	-5	14
CCn1ncc(C2=NOC(C(=O)NCc3ccccc3)C2)c1C (stereo unspecified)	-10	45*	18	0	0.95	-4	14	-18	0
O=C(O)c1cccc(-c2nnn(Cc3ccccc3Cl)n2)c1	-5	-10	-2	-13	-0.42	2[fluorescence artefact?]	3	-12[20 µM]	-1
O=C(CSc1nc(C2CC2)nc2ccccc12)Nc1ccc2c(c1)OCCO2	-6	5	8	-19	-1.5	19	-3	-11[20 µM]	-2
O=C(c1ccccc1)N(Cc1nc2ccccc2c(=O)[nH]1)C1CCCC1	-2	2	3	4	-0.12	-6	-2	0	0
COc1ccc(/C=C2\SC(=O)N(CCNC(=O)Cn3cnnn3)C2=O)cc1	1	-1	-6	3	-0.25	-7[fluorescence artefact?]	-1	-4[20 µM]	6
Nc1nnnn1/N=C/c1cccc(O)c1	-2	-12	0	-15	x	-8[fluorescence artefact?]	-8[fluorescence artefact?]	-4[20 µM]	x
CNC(=S)NC12CC3CC(CC(C3)C1)C2	-1	-6	-7	-18	0.15	4	2	-15	-2
O=C(Nc1ccc(Br)cc1F)c1sccc1-n1cccc1	-3	-6	-5	-19	-1.2	1[fluorescence artefact?]	4	-2[20 µM]	-2
Nc1nc(N)c(N=Nc2ccc(Cl)cc2)c(=O)[nH]1	-1	2	1	-10	0.93	-11	-2	-24	7
CCCCOc1ccc(/C=C/C(=O)NC2=Nc3ccccc3NC(C)=C2C(=O)OCC)cc1OC	-58	-5	1	-60	-0.18	-18	-3	-15	-1
Cc1cc(C(=O)Nc2ccc(Cl)cc2)c(C)n1-c1ccccc1	-15	-2	-2	-6	-0.82	-6	-2	5	2
C=CCn1c(COc2ccc(OC)cc2)nnc1SCn1nnc2ccccc2c1=O	-12	-19	-2	-3	-0.07	-19	-2	-24	-11
Cc1ccc(Cn2ncc3c(N4CCN(Cc5ccc(Cl)cc5)CC4)ncnc32)cc1	-4	-1	3	-7	x	-16	1	6	x
COCCCN1CN(Cc2ccccc2)CNC1=S	-2	1	-10	-21	0.00057	4[fluorescence artefact?]	1	-13	3
CCNc1nc(NCC)n2c(SCC(=O)NC34CC5CC(CC(C5)C3)C4)nnc2n1	-2	-9	-8	-18	-0.56	-3	-1[fluorescence artefact?]	-25	4
Cc1ccccc1C(=O)NC1CCN(Cc2nnnn2C2CCCC2)CC1	4	-2	-1	-27	1	11[fluorescence artefact?]	-2	-12[20 µM]	-6
Cc1sc(-c2ccncc2)nc1OC(=O)c1ccc(Cl)cc1	-17	0	-4	-13	-0.26	7	1	-10[20 µM]	-6
O=C(O)/C=C/c1cccc(NC(=O)c2ccccc2)c1	-11	16	-1	0	0.075	9	-4	-5	x
CCn1ccnc1CNC(=O)CC1C(=O)NCCN1Cc1ccc(OC)cc1OC (stereo unspecified)	2	-1	-2	-11	-0.74	-6	-3	-11	7
CCN1CCN(C(c2cc3cccc(C)c3[nH]c2=O)c2nnnn2Cc2ccccc2)CC1 (stereo unspecified)	-7	-9	2	-10	0.049	42	11	-18	3
COc1cc2c(C(=O)N3CCN(c4ccccc4C)CC3)c(C)oc2cc1Br	-24	-25	0	12	-1.1	-2	5	-16	4

Arranged by formula weight (high to low): some entries from above
SMILES	NCF1 inh	hK5 inh	thrombin 1536	EBV gp42 inh	Cl transport mod	14-3-3 Bad PPI	eIF4E 4G PPI	Furin inh	Rad51 HR inh
CCCCOc1ccc(/C=C/C(=O)NC2=Nc3ccccc3NC(C)=C2C(=O)OCC)cc1OC	-58	-5	1	-60	-0.18	-18	-3	-15	-1
CCN1CCN(C(c2cc3cccc(C)c3[nH]c2=O)c2nnnn2Cc2ccccc2)CC1 (stereo unspecified)	-7	-9	2	-10	0.049	42	11	-18	3
COc1cc2c(C(=O)N3CCN(c4ccccc4C)CC3)c(C)oc2cc1Br	-24	-25	0	12	-1.1	-2	5	-16	4
C=CCn1c(COc2ccc(OC)cc2)nnc1SCn1nnc2ccccc2c1=O	-12	-19	-2	-3	-0.07	-19	-2	-24	-11
Cc1ccc(Cn2ncc3c(N4CCN(Cc5ccc(Cl)cc5)CC4)ncnc32)cc1	-4	-1	3	-7	x	-16	1	6	x
CCn1ccnc1CNC(=O)CC1C(=O)NCCN1Cc1ccc(OC)cc1OC (stereo unspecified)	2	-1	-2	-11	-0.74	-6	-3	-11	7
COc1ccc(/C=C2\SC(=O)N(CCNC(=O)Cn3cnnn3)C2=O)cc1	1	-1	-6	3	-0.25	-7[fluorescence artefact?]	-1	-4[20 µM]	6
Cc1ccccc1C(=O)NC1CCN(Cc2nnnn2C2CCCC2)CC1	4	-2	-1	-27	1	11[fluorescence artefact?]	-2	-12[20 µM]	-6
O=C(Nc1ccc(Br)cc1F)c1sccc1-n1cccc1	-3	-6	-5	-19	-1.2	1[fluorescence artefact?]	4	-2[20 µM]	-2
O=C(c1ccccc1)N(Cc1nc2ccccc2c(=O)[nH]1)C1CCCC1	-2	2	3	4	-0.12	-6	-2	0	0
Cc1sc(-c2ccncc2)nc1OC(=O)c1ccc(Cl)cc1	-17	0	-4	-13	-0.26	7	1	-10[20 µM]	-6
COCCCN1CN(Cc2ccccc2)CNC1=S	-2	1	-10	-21	0.00057	4[fluorescence artefact?]	1	-13	3
O=C(O)/C=C/c1cccc(NC(=O)c2ccccc2)c1	-11	16	-1	0	0.075	9	-4	-5	x
Nc1nc(N)c(N=Nc2ccc(Cl)cc2)c(=O)[nH]1	-1	2	1	-10	0.93	-11	-2	-24	7
Nc1nnnn1/N=C/c1cccc(O)c1	-2	-12	0	-15	x	-8[fluorescence artefact?]	-8[fluorescence artefact?]	-4[20 µM]	x

Additional results.
SMILES	NCF1 inh	hK5 inh	thrombin 1536	EBV gp42 inh	Cl transport mod	14-3-3 Bad PPI	eIF4E 4G PPI	Furin inh	Rad51 HR inh
CCn1c(SCc2ccc(C)cc2)nnc1C1CCN(S(=O)(=O)c2ccc(OC)cc2)CC1	0	-8	5	4	x	-2	7	-15[20 µM]	-2
O=C(CCCn1c(=S)[nH]c2ccsc2c1=O)NCc1ccco1	-6	-8	2	-6	x	-4[fluorescence artefact?]	1	-27	4
COc1cccc(-c2nn(C)c3sc(C(=O)NCc4ccco4)cc23)c1	-22	-4	5	-15	0.016	-7[fluorescence artefact?]	4[fluorescence artefact?]	-22	0
O=C(NCCc1ccccc1)C1CCCN1C(=O)Nc1ccc(F)cc1 (stereo unspecified)	-13	-10	1	-9	-0.7	2	0	-25	-6
O=C(Cc1cccs1)Nc1ccon1	-7	-23	-1	1	-0.014	-5	3	-13[20 µM]	4
COc1cccc(NC(=O)c2ccccc2C(F)(F)F)c1	-2	12	2	-10	x	5	-2	-18	-6
COC(=O)Cc1c(C(=O)OC)nnn1-c1cccc(C(F)(F)F)c1	-11	1	0	-23	0.15	-3	3	-33	1
CN=C(Nc1ccc(C(=O)OC)s1)c1ccccc1	-4	-20	-3	3	-0.81	-3	-2	-21	0
CCCCNC(=O)c1c(C)cc(=O)oc1C	-7	-1	-1	-15	1.2	0	4[fluorescence artefact?]	-23[20 µM]	3
Cn1ncnc1SCc1cn2cccnc2n1	-2	-4	2	-15	0.065	9	5	1	-9
CC(=O)c1ccc2c(ccc3ccccc32)c1	-9	-15	6	-20	-0.13	-4	-10	-11[20 µM]	-3
COC(=O)c1ccc(-n2nnnc2SCC(=O)Nc2cc(OC)ccc2OC)cc1	-3	-15	2	-6	-0.26	-8	-2	-21	3
CCCCC(=O)NC(=S)Nc1nnn(CCC)n1	-17	-7	7	-7	-0.21	-8	-3	-19	-2
CC(C)(C)c1ccc(-c2noc(C(=O)NN)n2)cc1	1	0	0	-6	0	-5	2	-27	2
CC(C)(C)OC(=O)N[C@@H](Cc1ccccc1)c1nnc(SCC(=O)c2ccc(Cl)cc2)o1	-7	-17	-1	-20	-0.076	-4[fluorescence artefact?]	-8[fluorescence artefact?]	-7[20 µM]	4
COc1ccc(NC(=O)c2nn(C34CC5CC(CC(C5)C3)C4)cc2[N+](=O)[O-])cc1	1	-14	-11	-4	-0.058	20	8	-21	-1
